High-throughput results deposited in PubChem BioAssay by several laboratories.
GalR3 antagonist: blocks the human galanin receptor 3. HEK293 GalR3-CNG cAMP membrane potential fluorescence; galR3 body fused to GalR1 C-terminus. inhibition, % at 3 µM. 0.44% of 360,000 active. AID 651719;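 active means inhibition above the screen-wide average plus 3 SD, cut at about 13% in these data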;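 further: forskolin and galanin both at EC90 stimulate the cells; cAMP rise reported by CNG channel membrane potential dye signal; 0% = forskolin plus galanin with DMSO and 100% = forskolin alone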
IMP-1 inh: inhibitors of Pseudomonas aeruginosa IMP-1 metallo-beta-lactamase | purified IMP-1, nitrocefin hydrolysis, epi-absorbance fluorescence | inhibition, % at 5.6 µM | 0.45% of 290,000 active;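 active means inhibition above the mean plus 3 SD of all compounds in the same screening run, cut at about 4.5% in these data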;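 further: 0% = IMP-1 with DMSO and 100% = DMSO wells lacking enzyme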
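System: purified IMP-1; amount: IMP-1 0.2 nM before substrate addition; compound: single dose, 5.6 µM; times: 25 °C, 15 min preincubation, 25 min reaction; signal: Epi-absorbance via hydrolysed-nitrocefin quenching of white-plate fluorescence, 480/530 nm, EDTA stop; benchmarks: DMSO with and without IMP-1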
UBC9 SUMO inh: inhibitors of human SUMOylation (UBC9); inhibition, % at 35 µM; HTRF SUMOylation assay, SAE1/SAE2 + UBC9, in vitro; 0.36% of 290,000 active; AID 2006; P63279; in the data active means inhibition above about 50%, passing the limit was not always enough; further: strong numbers were not always called active
IDE cell activ: activators of human insulin-degrading enzyme in cells. HEK cells, FAbeta-B cleavage, fluorescence polarization; 0% vehicle, 100% cell-free pure enzyme wells. activation, % at 5.96 µM. 0.073% of 340,000 active. P14735;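 active means activation above the mean of all tested compounds plus 3 SD, set per screening campaign, cut at about 17% in these data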
Target sequence (P14735 whole entry, looked up): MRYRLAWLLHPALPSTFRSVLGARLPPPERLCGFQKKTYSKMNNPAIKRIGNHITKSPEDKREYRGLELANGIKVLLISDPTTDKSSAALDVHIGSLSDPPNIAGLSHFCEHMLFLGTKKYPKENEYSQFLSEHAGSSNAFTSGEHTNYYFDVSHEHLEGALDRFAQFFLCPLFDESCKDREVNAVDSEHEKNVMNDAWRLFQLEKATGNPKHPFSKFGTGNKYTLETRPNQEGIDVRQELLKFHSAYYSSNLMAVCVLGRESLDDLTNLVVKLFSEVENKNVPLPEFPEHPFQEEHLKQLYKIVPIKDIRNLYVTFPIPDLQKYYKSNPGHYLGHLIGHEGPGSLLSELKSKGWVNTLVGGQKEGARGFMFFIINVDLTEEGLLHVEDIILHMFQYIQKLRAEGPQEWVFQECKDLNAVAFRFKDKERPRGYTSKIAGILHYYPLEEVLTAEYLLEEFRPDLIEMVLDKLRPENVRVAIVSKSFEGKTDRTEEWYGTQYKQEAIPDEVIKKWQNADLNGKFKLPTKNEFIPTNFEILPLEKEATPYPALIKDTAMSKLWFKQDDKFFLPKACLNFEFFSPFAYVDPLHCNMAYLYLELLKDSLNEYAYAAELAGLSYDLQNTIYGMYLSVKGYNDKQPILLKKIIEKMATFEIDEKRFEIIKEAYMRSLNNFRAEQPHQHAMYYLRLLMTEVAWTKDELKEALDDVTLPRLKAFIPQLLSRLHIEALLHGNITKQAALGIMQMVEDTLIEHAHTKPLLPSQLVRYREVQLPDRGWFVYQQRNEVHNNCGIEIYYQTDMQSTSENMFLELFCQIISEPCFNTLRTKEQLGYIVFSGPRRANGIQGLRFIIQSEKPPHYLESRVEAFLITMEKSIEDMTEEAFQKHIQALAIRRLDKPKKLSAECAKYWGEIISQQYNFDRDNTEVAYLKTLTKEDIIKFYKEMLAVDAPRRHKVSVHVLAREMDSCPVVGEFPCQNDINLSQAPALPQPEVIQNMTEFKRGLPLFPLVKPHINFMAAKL
p-CIP stab down: lowers stability of the mouse p/CIP coactivator protein | Q05BA5 | F442A p/CIP-EGFP cells, EGFP fluorescence, 16 h | decrease of EGFP signal, % at 10 µM | 0.01% of 290,000 active | AID 1984;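 active means EGFP signal decrease of at least 30% at 10 µM or well 3 SD below plate mean, unless failing retest; inactive means the rest, including hits failing retest or dose response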; further: some compounds called inactive have numbers as strong as hits; many of its hits are not listed in these tables
IDE inh: inhibitors of human insulin-degrading enzyme in cells; HEK cells, FAbetaB cleavage, fluorescence polarization; P14735; inhibition, % at 5.59 µM; 0.41% of 320,000 active;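 active means percent inhibition above the average of all tested compounds plus 3 SD, set per screening campaign, cut at about 16% in these data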;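 further: IDE supplied by intact live HEK cells; FP after avidin binding of uncleaved biotin substrate so inhibition keeps polarization high; 0% = DMSO wells and 100% = 60 µM reference IDE inhibitor Ii1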
VIM-2 inh: blocks Pseudomonas aeruginosa VIM-2 metallo-beta-lactamase | purified VIM-2, nitrocefin hydrolysis, epi-absorbance fluorescence | inhibition, % at 5.6 µM | 0.89% of 290,000 active;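 active means inhibition above the mean of all tested compounds plus 3 SD, cutoff set per screening run, cut at about 7.5% in these data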;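 further: red hydrolysis product quenches plate fluorescence so inhibitors raise well fluorescence; 0% = enzyme with DMSO and 100% = DMSO without enzyme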
CRFR2-BP antag: antagonists of CRF-binding protein/CRF-R2 receptor complex. inhibition, % at 11.8 µM. HEK293 CRF-R2/CRF-BP, CRF-induced calcium fluorescence. 0.59% of 350,000 active;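 active means inhibition of the ligand-induced calcium signal above about 50% at the single tested concentration, limit read from the data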
NS3 helicase inh: inhibitors of Hepatitis C virus NS3 helicase; inhibition, % at 10.9 µM; AID 1800; NS3 helicase DNA unwinding, Cy5 molecular beacon fluorescence; 0.56% of 290,000 active;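 active means inhibition above the mean of all tested compounds plus 3 SD, set per campaign, cut at about 35% in these data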;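 further: 0% = DMSO wells and 100% = thioflavine S control wells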
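Measured by: Cy5 fluorescence, 0 and 60 min reads / Assay system: NS3 helicase fragment of HCV / Control set: low DMSO, high thioflavine S at 110 µM / Times: 1 h reaction at 25 °C, ATP-initiated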
* = called active by the depositor. Compounds were not picked by outcome; 3.2% or so of the library scored in one or more.

For O=C(Nc1ccc(NC(=O)C2CC2)nc1)c1ccccn1 the results were GalR3 antagonist -5, IMP-1 inh -3.0, UBC9 SUMO inh 9, IDE cell activ -3, p-CIP stab down -7, IDE inh 1, VIM-2 inh -0.8, CRFR2-BP antag 38 and NS3 helicase inh 5.
For Cc1ccccc1OCC(=O)Nc1cccc(C(=O)O)c1 the results were GalR3 antagonist -6, IMP-1 inh 0.9, UBC9 SUMO inh 10, IDE cell activ 4, p-CIP stab down 9, VIM-2 inh 1.3, CRFR2-BP antag 4 and NS3 helicase inh 4.
Screening COC(=O)c1sccc1NC(=O)CN1CCN(c2ccc(F)cc2)CC1 returned GalR3 antagonist 12, IMP-1 inh -2.1, UBC9 SUMO inh 10, IDE cell activ 9, p-CIP stab down -5, IDE inh 5, VIM-2 inh -5.0, CRFR2-BP antag 2 and NS3 helicase inh -1.
Screening COc1cccc(C(=O)COC(=O)CCC(=O)c2ccccc2)c1 returned GalR3 antagonist 1, IMP-1 inh -0.7, UBC9 SUMO inh -1, IDE cell activ 8, p-CIP stab down 14, IDE inh -1, VIM-2 inh -2.4, CRFR2-BP antag 3 and NS3 helicase inh -3.
`CCCOc1ccccc1-n1sc2c(c1=S)-c1cc(OC)cc3c1N(C(=O)C3=O)C2(C)C` gave GalR3 antagonist 0, IMP-1 inh -4.4, UBC9 SUMO inh 20, IDE cell activ -1, p-CIP stab down -20, IDE inh 0, VIM-2 inh -3.1, CRFR2-BP antag 0 and NS3 helicase inh -16.
`Cc1cc2ccccc2n1CCNC(=O)C(C)Oc1ccccc1` (stereo unspecified) gave IMP-1 inh -0.7, UBC9 SUMO inh -2, IDE cell activ 7, p-CIP stab down 5, IDE inh 2, VIM-2 inh -2.0, CRFR2-BP antag 7 and NS3 helicase inh -28.
For CCC(C)[C@H](NC(=O)C1CCN(C(=O)[C@H](Cc2ccccc2)NS(=O)(=O)c2ccc(C)cc2)CC1)C(=O)O (stereo partly specified) the results were GalR3 antagonist -10, IMP-1 inh -4.8, UBC9 SUMO inh 20, IDE cell activ 0, p-CIP stab down -16, IDE inh 8, VIM-2 inh -3.3, CRFR2-BP antag 10 and NS3 helicase inh 1.
COc1cc(/C=N/n2cc(-c3ccccc3)[nH]c2=S)cc(OC)c1O was read as GalR3 antagonist -6, IMP-1 inh -2.6, UBC9 SUMO inh 3, IDE cell activ -10, p-CIP stab down -10, IDE inh 1, VIM-2 inh -5.4, CRFR2-BP antag -6 and NS3 helicase inh 9.
Screening CCCCOCCCNC(=O)c1ccccc1OCC returned GalR3 antagonist -4, IMP-1 inh -1.0, UBC9 SUMO inh 22, IDE cell activ 0, p-CIP stab down -20, IDE inh 1, VIM-2 inh 0.1, CRFR2-BP antag 4 and NS3 helicase inh 6.
`Cc1ccc(NC(=O)Nc2cnccn2)cc1Cl` gave GalR3 antagonist 3, IMP-1 inh -3.1, UBC9 SUMO inh 24, IDE cell activ 4, p-CIP stab down 8, IDE inh 5, VIM-2 inh -3.0, CRFR2-BP antag 1 and NS3 helicase inh 3.
Cc1cc(=O)oc2ccc(OC(=O)CN3C(=O)c4cccc([N+](=O)[O-])c4C3=O)cc12 was read as GalR3 antagonist 3, IMP-1 inh -1.1, UBC9 SUMO inh 6, IDE cell activ 6, p-CIP stab down 3, IDE inh 6, VIM-2 inh 0.0, CRFR2-BP antag 16 and NS3 helicase inh 12.
Cc1nc(NC(=O)CN(C)S(=O)(=O)c2ccc(Br)cc2)sc1C was read as GalR3 antagonist 6, IMP-1 inh -1.3, UBC9 SUMO inh -7, IDE cell activ 2, p-CIP stab down -8, IDE inh 4, VIM-2 inh -2.4, CRFR2-BP antag -34 and NS3 helicase inh -2.
For CCOc1cc(/C=C2/NC(=O)NC2=O)cc([N+](=O)[O-])c1O the results were GalR3 antagonist -4, IMP-1 inh -4.2, UBC9 SUMO inh -8, IDE cell activ 5, p-CIP stab down -10, IDE inh 2, VIM-2 inh -3.5, CRFR2-BP antag 3 and NS3 helicase inh 1.
Screening CCN(CC)c1ccc(C(=O)Nn2c(C)nc3ccccc3c2=O)cc1 returned GalR3 antagonist -8, IMP-1 inh -1.6, UBC9 SUMO inh 3, IDE cell activ -2, p-CIP stab down -4, IDE inh 1, VIM-2 inh -1.9, CRFR2-BP antag -2 and NS3 helicase inh -3.
For CSc1ccccc1NC(=O)c1ccccc1N(Cc1ccccc1)S(C)(=O)=O the results were IMP-1 inh -0.5, UBC9 SUMO inh 18, IDE cell activ 6, p-CIP stab down 3, IDE inh -1, VIM-2 inh -0.7, CRFR2-BP antag 27 and NS3 helicase inh -2.
`Cn1ncc(Cl)c1C(=O)Nc1sc2c(c1C(N)=O)CCC2` gave GalR3 antagonist -7, IMP-1 inh -0.5, UBC9 SUMO inh -18, IDE cell activ -2, p-CIP stab down 2, IDE inh 1, VIM-2 inh -2.8, CRFR2-BP antag 7 and NS3 helicase inh 3.
CC1CC(C)(C)N(C(=O)NC2CCCCC2)c2ccccc21 (stereo unspecified) was read as GalR3 antagonist -6, IMP-1 inh 0.2, UBC9 SUMO inh 12, IDE cell activ 3, p-CIP stab down -2, IDE inh -3, VIM-2 inh 0.9, CRFR2-BP antag -8 and NS3 helicase inh -10.
Screening Cc1nc2ccc(C(=O)Nc3ccc(N(C)C)cc3)cc2s1 returned GalR3 antagonist 3, IDE cell activ 2, IDE inh 1 and CRFR2-BP antag -13.
Screening Cc1ccc(SCC(=O)NNC(=O)CCS(=O)(=O)c2ccc(C)cc2)cc1 returned GalR3 antagonist -6, IDE cell activ 3, IDE inh 10 and CRFR2-BP antag -5.
Cc1cc(C)nc(NS(=O)(=O)c2cccs2)c1 was read as GalR3 antagonist -2, IMP-1 inh -2.4, UBC9 SUMO inh 11, IDE cell activ 3, p-CIP stab down -4, IDE inh -1, VIM-2 inh -0.3, CRFR2-BP antag 17 and NS3 helicase inh -2.
`CC(CC1C(C#N)=C(N)SC(N)=C1C#N)c1ccccc1` (stereo unspecified) gave GalR3 antagonist 7, IMP-1 inh 5.1*, UBC9 SUMO inh 14, IDE cell activ -1, p-CIP stab down -26, IDE inh 6, VIM-2 inh -1.9, CRFR2-BP antag 39 and NS3 helicase inh 8.
For O=C(CCc1ccccc1)NNC(=O)c1cccc(F)c1 the results were GalR3 antagonist -3, IMP-1 inh -3.8, UBC9 SUMO inh 6, IDE cell activ 5, p-CIP stab down 9, IDE inh 4, VIM-2 inh -3.2, CRFR2-BP antag -8 and NS3 helicase inh -4.
Screening O=C(Cc1ccccc1F)Nc1ccc(S(=O)(=O)N2CCCCC2)cc1 returned GalR3 antagonist 0, IMP-1 inh -4.3, UBC9 SUMO inh -8, IDE cell activ 0, p-CIP stab down -4, IDE inh 0, VIM-2 inh -2.0, CRFR2-BP antag -14 and NS3 helicase inh -15.
`O=C(COc1ccccc1)NC1=NCCS1` gave GalR3 antagonist -4, IMP-1 inh -1.4, UBC9 SUMO inh -4, IDE cell activ -1, p-CIP stab down -20, IDE inh 4, VIM-2 inh -1.5, CRFR2-BP antag -17 and NS3 helicase inh 0.
Screening CC(=O)N1c2ccc(S(=O)(=O)N3CCC(C(=O)NCc4ccc(C)cc4)CC3)cc2CC1C (stereo unspecified) returned GalR3 antagonist -9, IMP-1 inh -1.4, UBC9 SUMO inh -3, IDE cell activ 8, p-CIP stab down -11, IDE inh -5, VIM-2 inh 1.2, CRFR2-BP antag 4 and NS3 helicase inh 7.
Screening O=C(NC1CCCN(Cc2ccccc2F)C1)c1cccc(N2CCCC2=O)c1 (stereo unspecified) returned GalR3 antagonist -3, IMP-1 inh -1.2, UBC9 SUMO inh -4, IDE cell activ -3, p-CIP stab down 10, IDE inh 0, VIM-2 inh 0.5, CRFR2-BP antag 4 and NS3 helicase inh 4.
For O=C(NCCc1ccc(Cl)cc1)C1(c2ccccc2)CC1 the results were GalR3 antagonist 1, IMP-1 inh -2.7, UBC9 SUMO inh 1, IDE cell activ 0, p-CIP stab down -8, IDE inh 12, VIM-2 inh -2.7, CRFR2-BP antag 0 and NS3 helicase inh 5.
`O=c1oc2ccccc2c(Nc2ccc3ncccc3c2)c1[N+](=O)[O-]` gave GalR3 antagonist -5, IMP-1 inh -4.5, UBC9 SUMO inh 15, IDE cell activ 4, p-CIP stab down -4, IDE inh -2, VIM-2 inh 0.5, CRFR2-BP antag 24 and NS3 helicase inh -5.
Screening CCN(CC)c1ncc(C#N)c(N)n1 returned GalR3 antagonist 0, IMP-1 inh -2.0, UBC9 SUMO inh 14, p-CIP stab down -3, IDE inh 6, VIM-2 inh -2.6, CRFR2-BP antag 0 and NS3 helicase inh 0.
Cc1ccc(Cl)c(Cn2cnc3c(cnn3C(C)(C)C)c2=O)c1F was read as GalR3 antagonist -7, IDE cell activ -5, IDE inh 2 and CRFR2-BP antag -2.
Screening CC(=O)N1CCN(c2ccc(NCc3cccc(C)c3)cc2)CC1 returned GalR3 antagonist 0, IDE cell activ 5, IDE inh -4 and CRFR2-BP antag 4.
Screening CCOc1ccc(N(CC(=O)NCCCOC)S(C)(=O)=O)cc1 returned GalR3 antagonist -4, IMP-1 inh -3.6, UBC9 SUMO inh 2, IDE cell activ 9, p-CIP stab down -10, IDE inh 9, VIM-2 inh -2.7, CRFR2-BP antag 10 and NS3 helicase inh -1.
Cc1ccc(C)c(COC(=O)c2cc(S(=O)(=O)N3CCCCC3)ccc2N2CCOCC2)c1 was read as GalR3 antagonist -6, IDE cell activ 8, IDE inh 5 and CRFR2-BP antag 7.
CN(CC(=O)Nc1cccc(F)c1)C(=O)C1CC(=O)N(CCc2ccccc2)C1 (stereo unspecified) was read as GalR3 antagonist -4, IDE cell activ 1, IDE inh 0 and CRFR2-BP antag -1.

No new results follow: entries from further up.
`CC(CC1C(C#N)=C(N)SC(N)=C1C#N)c1ccccc1` (stereo unspecified) gave GalR3 antagonist 7, IMP-1 inh 5.1*, UBC9 SUMO inh 14, IDE cell activ -1, p-CIP stab down -26, IDE inh 6, VIM-2 inh -1.9, CRFR2-BP antag 39 and NS3 helicase inh 8.
For O=C(CCc1ccccc1)NNC(=O)c1cccc(F)c1 the results were GalR3 antagonist -3, IMP-1 inh -3.8, UBC9 SUMO inh 6, IDE cell activ 5, p-CIP stab down 9, IDE inh 4, VIM-2 inh -3.2, CRFR2-BP antag -8 and NS3 helicase inh -4.
Screening O=C(Cc1ccccc1F)Nc1ccc(S(=O)(=O)N2CCCCC2)cc1 returned GalR3 antagonist 0, IMP-1 inh -4.3, UBC9 SUMO inh -8, IDE cell activ 0, p-CIP stab down -4, IDE inh 0, VIM-2 inh -2.0, CRFR2-BP antag -14 and NS3 helicase inh -15.
`O=C(COc1ccccc1)NC1=NCCS1` gave GalR3 antagonist -4, IMP-1 inh -1.4, UBC9 SUMO inh -4, IDE cell activ -1, p-CIP stab down -20, IDE inh 4, VIM-2 inh -1.5, CRFR2-BP antag -17 and NS3 helicase inh 0.
